# Assay outcomes deposited in PubChem BioAssay by Broad Institute.
# CASP6 VEID inh – inhibitors of human caspase-6; P55212; purified caspase-6, Z-VEID-R110 cleavage fluorescence; inhibition, % at 12.5 µM; actives 0.53% (n = 350,000);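 active = mean inhibition across replicates at least about 35%, with every replicate also reaching that limit, limit read from the data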;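 also: 0% = median of neutral control wells and 100% = no fluorescence left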
# Target sequence (P55212 24-179 limits assumed): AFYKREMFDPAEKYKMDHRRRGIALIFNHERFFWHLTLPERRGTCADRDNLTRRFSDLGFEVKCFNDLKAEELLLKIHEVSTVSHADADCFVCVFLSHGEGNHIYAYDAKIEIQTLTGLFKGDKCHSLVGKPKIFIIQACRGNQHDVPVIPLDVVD
# Target sequence (P55212 194-293 limits assumed): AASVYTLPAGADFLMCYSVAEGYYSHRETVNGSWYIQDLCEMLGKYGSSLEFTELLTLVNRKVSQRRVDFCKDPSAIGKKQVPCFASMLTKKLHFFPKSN
# LGR2 antag – Drosophila LGR2 receptor signaling inhibition. inhibition, % at 9.99 µM. HEK293 LGR2, CRE-luciferase, bursicon-stimulated, 4 h. AID 720647. actives 0.35% (n = 380,000);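 active = drop in luminescence signal, shown as inhibition above about 50% in the replicate tests, limit read from the data, passing the limit was not always enough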;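 also: agonist challenge used bursicon conditioned medium at about half maximal strength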
# miR-122 sensor – miR-122 inhibition in Huh7 cells; activation (reporter increase), % at 12.5 µM; AID 602342; Huh7 miR-122 Renilla luciferase sensor, 48 h; neutral wells = 0, positive control = 100; actives 0.3% (n = 340,000);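 active = mean replicate activation score at least 90 and every replicate individually at or above 90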;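 also: higher luciferase means less miR-122 activity so hits act as miR-122 inhibitors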
# PAX8 inh HTS – PAX8 transcriptional activity inhibition. actives 1.2% (n = 360,000). inhibition, % at 12.6 µM. RMG-I TPO-luciferase reporter, SteadyGlo, 24 h;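 active = mean replicate inhibition at least 60% with every replicate also reaching 60%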;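 also: luciferase light reporting Pax8 driven TPO promoter activity; plate controls were median of neutral control wells for no effect and mitoxantrone controls for full effect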
# FN deposit inh – fibronectin deposition inhibition | inhibition, % at 12.6 µM | AID 743247 | AH1F fibroblasts, Alexa488-fibronectin deposition fluorescence, overnight | actives 0.086% (n = 350,000);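 active = mean inhibition across replicates of 30% or more, regardless of how many single replicates reach that level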;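 also: positive control wells lacked labelled fibronectin entirely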
#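 Material – AH1F fibroblast monolayer, labelled fibronectin deposition · Reagent – labelled fibronectin 24 nM · Timing – 1 h adhesion, overnight exposure · Measured by – fluorescence at 485 nm excitation, 525 nm emission · Read-out – inhibition of fibronectin deposition signal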
# PGC1a acetyl inh – lowers PGC1a acetylation signal in U2OS cells | AlphaScreen anti-acetyl-lysine; with virally co-expressed GCN5 acetyltransferase | inhibition, % at 15.6 µM | actives 0.17% (n = 350,000) | AID 651687;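 active = every replicate shows inhibition of at least 40%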;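 also: 0% = neutral control wells and 100% = positive control wells; some results beyond the cut were filed as inactive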
# Cneo AK release – causes C. neoformans cell lysis; adenylate kinase release luminescence, 4 h; normalised: neutral wells 0, clomiphene wells 100; lysis activity, % at 15 µM; actives 0.2% (n = 360,000); AID 651654;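 active = mean lysis activity across replicates of at least 80%, whatever share of replicates individually reach that level; inactive = mean lysis activity below 80%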
#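 Material – Cryptococcus neoformans yeast cells · Quantity – 5 × 10^6 yeast cells/mL · Buffer or medium – YPD medium · Compound – single dose · Timing – 4 h static compound exposure, 37 °C, read 1 h post-reagent · Signal – adenylate kinase release luminescence · Read-out basis – lysis from increased AK signal · Benchmarks – Clomiphene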
# EWS-Fli inh – EWS/Fli transcriptional activity inhibition; actives 0.67% (n = 350,000); inhibition, % at 12.6 µM; A673 NR0B1-luciferase reporter, viability-normalised;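 active = mean inhibition of at least 50% after viability correction, with every replicate also passing that limit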;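 also: firefly luciferase signal divided by Alamar Blue viability fluorescence both relative to DMSO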
# * = called active by the depositor; x = not tested or not shown; & = joins results of further samples; [ ] = remark or other dose.
smiles	CASP6 VEID inh	LGR2 antag	miR-122 sensor	PAX8 inh HTS	FN deposit inh	PGC1a acetyl inh	Cneo AK release	EWS-Fli inh
C[C@@H]1CCCCO[C@@H](CN(C)Cc2ccc(C(F)(F)F)cc2)[C@H](C)CN([C@H](C)CO)C(=O)c2cc(NS(=O)(=O)c3ccccc3)ccc2O1	0	18	-8[16.7 µM]	92*	-5	-5	-25	13
CC(OC(=O)CCCN=C1NS(=O)(=O)c2ccccc21)C(=O)NC1CCCCC1C (configuration not stated)	1	10	x	-2	13	x	5	x
C[C@H]1CN([C@@H](C)CO)C(=O)c2cccc(NS(=O)(=O)c3cn(C)cn3)c2O[C@@H]1CN(C)S(=O)(=O)c1cn(C)cn1	2	0	-5[16.7 µM]	-15	x	8	-6	-1
O=C(c1ccccc1F)N(Cc1cccnc1)Cc1cc2cc3c(cc2[nH]c1=O)OCCO3	-5	13	-6	-17	2	-2	0	-2
Cc1ccnc(NC(=O)CNC(=O)c2ccc(C)s2)c1	1	3	x	-25	-9	x	-8	-64
COc1ccc(CNC(=O)C[C@H]2C=C[C@@H](NC(=O)c3ccc4c(c3)OCO4)[C@H](CO)O2)cc1	1	-8	-13[16.7 µM]	5	-19	0	-7	4
CCCn1c(=O)c2c(nc3n2CCN3Cc2ccco2)n(C)c1=O	0	8	x	3	-13	11	x	9
COCC(=O)N1CC(=O)N2[C@@H](CO)[C@H](c3ccc(C#CC4CC4)cc3)[C@@H]2C1	0	-23	x	-9	-2	-6	x	1
COc1ccc2cc3cc(C(=O)NCCCN4CCOCC4)oc3nc2c1	x	x	-17	x	2	-3	-1	x
CCC(COC)NCc1cn(-c2ccc(OC)cc2)nc1-c1cccc(F)c1 (configuration not stated)	10	-7	-6	10	11	x	1	5
O=C(NC(=S)NCc1ccccc1)c1ccc(Br)o1	-1	5	33	-36	5	x	12	x
COc1ccc(Nc2nc(NN)nc(C)c2[N+](=O)[O-])cc1	-1	-18	x	-13	-12	-1	x	8
O=C(/C=C/c1cccs1)N1CCC2(CC1)Oc1ccc(Cl)cc1C(=O)C21CC(c2ccc(Cl)cc2)=NO1 (configuration not stated)	x	3	-1	18	1	x	-1	-5
O=C(CN1CCN(c2ccc(F)cc2)CC1)N1N=CCC1c1ccccc1 (configuration not stated)	-1	11	x	x	x	6	0	5
CC[C@H](CO)NCCN[C@H](CC)CO	x	-9	-7	3	0	-8	0&-2	-3
C[C@@H]1CN([C@@H](C)CO)S(=O)(=O)c2ccc(C#CCC3CCCC3)cc2O[C@@H]1CN(C)Cc1ccc(C(=O)O)cc1	2	3	9[16.7 µM]	x	-19	-2	2	-13
COC[C@H]1CCCN1c1ccc2c(c1)O[C@@H](COCc1ccccc1)CN([C@@H](C)c1ccccc1)S2(=O)=O	-2	4	x	35	-1	x	x	2
Nc1nnc(SCCCC(=O)c2ccc(Br)cc2)s1	1	-28	x	1	12	x	x	22
C[C@@H]1CN([C@H](C)CO)C(=O)c2cc(NC(=O)CCC(F)(F)F)ccc2O[C@@H](C)CCCCO[C@H]1CN(C)Cc1ccc(C(=O)O)cc1	2	-19	1[16.7 µM]	x	x	5	-4	-2
Cc1ccc(S(=O)(=O)N(C)C[C@H]2OCCCC[C@H](C)Oc3ccc(NS(=O)(=O)c4cccs4)cc3C(=O)N([C@@H](C)CO)C[C@@H]2C)cc1	-2	-19	3[16.7 µM]	55	-2	7	1	12
COC(=O)C1=C(C)NC(=O)CC1c1ccc(F)c(Br)c1 (configuration not stated)	-1	2	-1	x	x	-4	-1	1
Cc1cc(C(=O)O)ccc1-n1c(C)cc(C=C2C(=O)c3ccccc3C2=O)c1C	21	26	0	12	9	-24	x	-34
COc1ccc(-c2cc(C(=O)Nc3cc(Cl)ccc3O)no2)cc1	-1	-104	-1	-71	-4	-3	-1	-48
COc1ccc2c(c1OC)C(=O)N(c1cccc(NC(C)=O)c1)C2	2	-30	3	-44	2	0	-4	-47
CCc1c(C)nc(SCC(=O)Nc2c(C)n(C)n(-c3ccccc3)c2=O)[nH]c1=O	x	0	-11	x	11	3	-3	x
CNC(=O)C[C@@H]1CC[C@@H]2[C@@H](COc3ccc(NC(=O)c4cc(C)on4)cc3C(=O)N2C)O1	x	-1	0[16.7 µM]	-53	-13	-4	1	-5
O=C(O)/C=C/C(=O)NNC(=O)c1cccc(Br)c1	-2	-8	x	9	x	x	x	37
O=S(=O)(Nn1c(O)c(C=C2N=c3ccccc3=N2)sc1=S)c1ccccc1	15	14	6	3	-3	-6	-4	-8
CCOc1ccc(C(=O)c2nc3c(n2O)CCCC3)cc1	6	5	-6	x	x	6	1	1
COc1ccc(NC(=O)c2cc(-c3ccccc3)on2)cc1	-2	-43	-1	-88	-3	x	0	-70

# Record cards, as listed above. Values in the order: CASP6 VEID inh	LGR2 antag	miR-122 sensor	PAX8 inh HTS	FN deposit inh	PGC1a acetyl inh	Cneo AK release	EWS-Fli inh
# COC(=O)C1=C(C)NC(=O)CC1c1ccc(F)c(Br)c1 (configuration not stated) is listed as -1	2	-1	x	x	-4	-1	1
# O=S(=O)(Nn1c(O)c(C=C2N=c3ccccc3=N2)sc1=S)c1ccccc1 is listed as 15	14	6	3	-3	-6	-4	-8
# Cc1cc(C(=O)O)ccc1-n1c(C)cc(C=C2C(=O)c3ccccc3C2=O)c1C is listed as 21	26	0	12	9	-24	x	-34
# COc1ccc(-c2cc(C(=O)Nc3cc(Cl)ccc3O)no2)cc1 is listed as -1	-104	-1	-71	-4	-3	-1	-48

# The listing continues:
smiles	CASP6 VEID inh	LGR2 antag	miR-122 sensor	PAX8 inh HTS	FN deposit inh	PGC1a acetyl inh	Cneo AK release	EWS-Fli inh
CCOC(=O)N1CCC(NC(=O)c2cc(S(=O)(=O)N3CCOCC3)ccc2F)CC1	0	x	0	x	x	-4	x	0
C[C@@H]1CN[C@@H](CCO)/C1=C\c1ccccc1	-1	-7	-3	7	-6	12	-2	-12
C[C@@H]1CN([C@@H](C)CO)C(=O)c2cccc(NC(=O)Nc3cccc4ccccc34)c2O[C@H]1CN(C)C(=O)NC1CCCCC1	x	3	-3[16.7 µM]	-9	x	-1	x	2
COc1cc2c(C(=O)N(C)c3cc(Cl)ccc3OC)cn(C)c(=O)c2cc1OC	1	3	-5	20	-2	2	-2	-2
O=[N+]([O-])C(/C=C(\Cl)[N+](=O)[O-])=C(N1CCCCC1)N1CCCCC1	1	25	36	-2	-15	-27	x	0
O=C(CNC(=O)c1ccc(Br)o1)NCc1cccc(Cl)c1	3	12	x	-6	18	x	0	4
CC1=N/C(=C\c2ccc([N+](=O)[O-])cc2)C(=O)N1c1ccc(Cl)cc1	x	-12	6	x	-12	-3	0	x
COc1ccccc1C(=O)Nc1ccc(C(=O)N2CCCCC2)cc1	4	19	-3	6	x	6	-1	-10
C[C@@H]1CCCCO[C@H](CN(C)Cc2ccc(C(F)(F)F)cc2)[C@H](C)CN([C@H](C)CO)C(=O)c2cc(NC(=O)c3ccncc3)ccc2O1	-3	-1	-9[16.7 µM]	17	12	x	2	10
CC(C)=CC(=O)OCC(=O)Nc1ccc(F)cc1Cl	x	-6	0	x	x	-12	-1	x

# Four entries out of the list, arranged by number of heavy atoms, lowest first.
smiles	CASP6 VEID inh	LGR2 antag	miR-122 sensor	PAX8 inh HTS	FN deposit inh	PGC1a acetyl inh	Cneo AK release	EWS-Fli inh
O=C(CNC(=O)c1ccc(Br)o1)NCc1cccc(Cl)c1	3	12	x	-6	18	x	0	4
CC1=N/C(=C\c2ccc([N+](=O)[O-])cc2)C(=O)N1c1ccc(Cl)cc1	x	-12	6	x	-12	-3	0	x
COc1ccccc1C(=O)Nc1ccc(C(=O)N2CCCCC2)cc1	4	19	-3	6	x	6	-1	-10
C[C@@H]1CN([C@@H](C)CO)C(=O)c2cccc(NC(=O)Nc3cccc4ccccc34)c2O[C@H]1CN(C)C(=O)NC1CCCCC1	x	3	-3[16.7 µM]	-9	x	-1	x	2

# The list continues.
smiles	CASP6 VEID inh	LGR2 antag	miR-122 sensor	PAX8 inh HTS	FN deposit inh	PGC1a acetyl inh	Cneo AK release	EWS-Fli inh
CO[C@@H]1CN(C)C(=O)c2ccc(NC(C)=O)cc2OC[C@H](C)N(C(=O)CC2CC2)C[C@H]1C	1	-2	13[16.7 µM]	2	-10	19	-1	-3
COc1cccc(CN2[C@H](CO)[C@@H]3c4ccccc4N(C(=O)c4ccncc4)C[C@@H]32)c1	2	-16	47[16.7 µM]	-9	x	5	61	9
CC1=C(C)C(=O)C(N2CCOCC2)=CC1=O	8	5	6	-8	0	-2	-2	-6
C[C@@H]1CN([C@@H](C)CO)C(=O)c2cccc(NC(=O)C3CC3)c2O[C@@H]1CN(C)C	-2	28	9[16.7 µM]	4	x	1	81*	2
CO[C@H]1CN(C)C(=O)c2ccc(NC(=O)C3CC3)cc2OC[C@H](C)N(C(=O)CN(C)C)C[C@@H]1C	-1	-10	x	-5	5	8	-7	0
Cc1onc(-c2ccccc2)c1C(=O)NCC1CCN(C(=O)c2c(-c3ccccc3)noc2C)CC1	x	x	-8	14	-7	1	-1	x
CN(Cc1cnn(-c2ccc(F)cc2)c1)C(=O)[C@H]1O[C@@H](n2ccc(N)nc2=O)[C@H](O)[C@@H]1O	-3	-9	-1	0	-7	7	2	-11
CCN1CCN(Cc2ccc(NC(=O)c3cc(NC(=O)C4=NN(c5ccccc5)C(=O)C4)cc(OC)c3)cc2C(F)(F)F)CC1	-2&-2	1&7	-8&-1	1&7	-10&-7	2&2	-2&1	1&-2
